Screening data: PubChem BioAssay, NCI
NCI-60 one-dose screen, 48 h, at 10 µM unless noted. Numbers give growth in % (100 = growth as untreated, 0 = no growth, -100 = all killed).
BT-549 = BT-549 breast cancer | AID 1794793 | 78,000 tested, 4.4% active
MDA-MB-231 = MDA-MB-231 breast cancer | 81,000 tested, 5% active
MDA-MB-468 = MDA-MB-468 breast cancer. 78,000 tested, 8.5% active
K-562 = K-562 leukemia | 78,000 tested, 7.4% active
HS 578T = HS 578T breast cancer; 78,000 tested, 4.1% active
MCF7 = MCF7 breast cancer; AID 1794796; 82,000 tested, 6.3% active
T-47D = T-47D breast cancer; AID 1794792; 79,000 tested, 5% active
SR = SR leukemia cells. 73,000 tested, 8.7% active
The depositor's hits bear a star; . = no result given; [ ] = another dose, or the depositor's remark. How the source made its calls: active means growth percent below 10; inactive means the rest.

SMILES	SR	T-47D	BT-549	MDA-MB-231	MCF7	MDA-MB-468	HS 578T	K-562
Cc1c(Cl)c(=O)oc2cc(O)ccc12	.	89	89	91	93	107	101	112
CCC(=O)Nc1ccc2c(c1)Cc1cc([N+](=O)[O-])ccc1-2	92	96	94	93	98	96	115	97
NC(=O)N/N=C\c1ccc([N+](=O)[O-])o1	96	101	106	122	95	.	79	101
COc1ccc2c(c1)CCCC21C(=O)Nc2ccc(C(F)(F)F)cc21 (configuration not stated)	80	88	113	100	96	110	101	.
CC(C(=O)NCC1CCC2OCOC2C1)C1CCN(C(=O)C2CC3CCCCC3N2)CC1 (configuration not stated)	57	51	38	70	.	60	44	51
COC(=O)c1cccc([N+](=O)[O-])c1Cn1cc(COc2ccc3c(c2)NC(=O)CC3)nn1	95	94	109	105	82	93	93	101
O=C1NC(c2cccc([N+](=O)[O-])c2)c2sc3c(F)cccc3c2C1N1CCCCC1 (configuration not stated)	91	92	98	100	90	109	.	94
CC1=NN(c2cccc(Cl)c2)C(=O)/C1=C\C=C\c1ccccc1	11	37	78	14	11	10.0*	133	77
C=CCc1c2c(c(OC)c3ccoc13)C(=O)/C(=C/c1ccc(OC)cc1)O2	97	70	58	65	77	88	93	90
NNc1cccc(/C=C/c2ccccc2)cc1=O	32	.	69	58	36	38	79	45
CN(C=O)CCc1ccccc1	111	99	90	105	98	110	99	108
C/C(=N\NC(=O)CSc1nc2ccccc2c(=O)n1CCc1ccc(S(N)(=O)=O)cc1)c1ccc([N+](=O)[O-])cc1	75	59	65	66	73	81	57	64
CC(C)(C)[C@H](OCc1cn([C@H]2C[C@@H](O)[C@@H](CO)O2)c(=O)[nH]c1=O)c1ccc(C#Cc2ccccc2)cc1[N+](=O)[O-]	36	54	28	92	3.0*	68	78	60
COc1ccc(-c2nc3ccccn3c2-c2nc3ccc(C)cc3[nH]2)cc1	51	81	95	106	87	90	103	53
COc1ccc(OC)c(Cn2cc3c(c2)-c2oncc2CC3)c1	23	36	33	42	8.4*	3.5*	19	15
COc1ccc2[nH]cc(/C=N/Nc3ccnc4cc(Cl)ccc34)c2c1	-27*	-54*	-92*	-94*	-69*	-81*	-50*	-4.8*
CCOC(=O)C1[C@@H]2C(=O)N(c3ccc(Cl)cc3)C(=O)[C@@H]2[C@H](c2cn(-c3ccccc3)nc2-c2ccccc2)N1Cc1ccccc1 (some centres not stated)	93	91	110	102	82	89	105	101
Cc1csc(NC(=O)c2ccc(C(=O)Nc3nc(C)cs3)cc2)n1	96	101	106	95	91	99	187	101
O=c1c2ccccc2nc(CN2CCCCC2)n1/N=C/c1ccc([N+](=O)[O-])cc1	95	96	105	105	91	111	106	105
CN(C)CCNC(=O)c1ccc(-c2nc3ccc4[nH]ncc4c3c3c2CCCC3)cc1	91	88	98	104	89	103	106	99
COc1ccc(-c2ccc(-c3ccc(C(=N)N)s3)s2)cc1Cl	-17*	6.3*	95	-42*	-66*	-12*	87	-37*
O=C(c1nn(-c2ccccc2)c2c1CC(NCCc1ccc(F)cc1)CC2)N1CCCCC1 (configuration not stated)	66	80	.	123	81	95	87	71
O=S(=O)(NCCNc1nccc(-c2c(-c3ccccc3)nc3occn23)n1)c1ccc(Cl)cc1	21	53	72	84	26	51	70	38
COC(=O)C1=C(C)NC(C)=C(C(=O)OC(C)C)C1c1cccc2nonc12 (configuration not stated)	93	99	90	87	110	104	120	.
O=C(CN1CCN(c2cc3c(cc2F)c(=O)c(C(=O)O)cn3C2CC2)CC1)N/N=C/c1ccncc1	107	97	96	98	92	100	101	92
Cc1ccc(NC(=O)Cn2cc(COc3ncnc4c3cnn4-c3ccccc3)nn2)cc1C	85	75	92	77	82	84	88	75
c1ccc(Nc2nn3c(-c4ccco4)ccnc3c2-c2ccccc2)cc1	88	52	123	97	31	62	95	95
CC12CCC3C(=CCc4cc(O)ccc43)C1C/C(=N\O)C2O (configuration not stated)	97	105	93	108	119	118	117	98
N#Cc1c(-c2ccc(Cl)cc2)c2c(N)nn(-c3ccccc3)c2[nH]c1=O	107	105	115	91	99	121	116	100
O=C(O)C(Cc1c[nH]c2ccccc12)N1C(=O)CSC1=S (configuration not stated)	.	96	97	100	90	106	97	92

Fetched by structure from the list above, six records:
SMILES	SR	T-47D	BT-549	MDA-MB-231	MCF7	MDA-MB-468	HS 578T	K-562
COc1ccc(OC)c(Cn2cc3c(c2)-c2oncc2CC3)c1	23	36	33	42	8.4*	3.5*	19	15
CN(C=O)CCc1ccccc1	111	99	90	105	98	110	99	108
COc1ccc(-c2ccc(-c3ccc(C(=N)N)s3)s2)cc1Cl	-17*	6.3*	95	-42*	-66*	-12*	87	-37*
O=C1NC(c2cccc([N+](=O)[O-])c2)c2sc3c(F)cccc3c2C1N1CCCCC1 (configuration not stated)	91	92	98	100	90	109	.	94
COc1ccc2[nH]cc(/C=N/Nc3ccnc4cc(Cl)ccc34)c2c1	-27*	-54*	-92*	-94*	-69*	-81*	-50*	-4.8*
CC(C(=O)NCC1CCC2OCOC2C1)C1CCN(C(=O)C2CC3CCCCC3N2)CC1 (configuration not stated)	57	51	38	70	.	60	44	51

(list continues)
SMILES	SR	T-47D	BT-549	MDA-MB-231	MCF7	MDA-MB-468	HS 578T	K-562
CC(C)N1C(=O)c2ccccc2C(n2c(-c3ccc(C(F)(F)F)cc3)nc3ccccc32)C1=O (configuration not stated)	115	77	71	95	87	86	108	115
Cc1ccc(S(=O)(=O)Nc2nc(Oc3ccccc3)c(C#N)c(-c3ccc(Cl)cc3)n2)cc1	.	80	.	107	79	78	81	.
COc1ccc(Nc2c3sc4cc(OC)ccc4nc-3c3ccccc3c2=O)cc1	88	90	90	61	65	67	63	83
COc1cc(C)ccc1Oc1nc(Nc2ccc(N3CCOCC3)cc2)ncc1NC(=O)Nc1cc(C(F)(F)F)cc(C(F)(F)F)c1	28	82	78	51	69	73	44	40
COc1cc2cc(C(=O)N3C[C@@H](CCl)c4c3cc(OC(=O)N(C)CCSSCCN3CCOCC3)c3ccccc43)[nH]c2c(OC)c1OC	-24*	-6.5*	-58*	-20*	-34*	-77*	-15*	2.1*
Cc1nnc2ncccn12	111	88	87	104	96	99	112	121
CC1CC[N+]2(CCCCC2)CC1	105	102	108	110	94	111	111	101
O=[N+]([O-])c1ccc2c(c1[N+](=O)[O-])CCCC2	68	101	105	.	88	.	119	83
COc1ccc(NC(=O)C2c3ccccc3C(=O)N(CC(C)C)C2c2cccs2)cc1 (configuration not stated)	96	102	99	92	82	82	92	89
Oc1c(CN2CCN(c3ccccc3F)CC2)cc(Br)c2cccnc12	-6.7*	14	-54*	-34*	9.3*	-43*	-10*	1.0*
CCOC(=O)[C@@]12CCCC=C1N1c3ccccc3-c3ccnn3[C@H]1CC2	109	99	102	90	105	107	97	100
C=C(C)[C@@H]1CC[C@]2(C(=O)NCCC#N)CC[C@]3(C)[C@H](CC[C@@H]4[C@@]5(C)Cc6c([nH]c7ccccc67)C(C)(C)[C@@H]5CC[C@]43C)[C@@H]12	105	92	99	110	85	123	88	104
Clc1ccc(N/N=C/c2ccccn2)nc1	6.3*	.	23	35	1.0*	-48*	60	11
O=S(=O)(Nc1ccc(N2CCOCC2)c(F)c1)c1ccc(-c2cnc(C3CC3)o2)cc1	.	90	96	91	89	73	89	65
C/C(=C(/C)C1CC1CCNS(=O)(=O)c1ccc(C)cc1)c1cccc(C(F)(F)F)c1 (configuration not stated)	78	47	118	89	78	60	94	77
COC(=O)C(CC(C)C)NS(=O)(=O)c1ccc(-c2cc3ccccc3c(=O)o2)cc1 (configuration not stated)	87	80	105	92	66	90	67	84
CN(C)c1nc(N(C)C)c2cnn(C)c2n1	89	106	96	99	96	105	116	109
O=C(Nc1ccccc1F)c1ccccc1	95	105	107	103	96	100	104	98
Cc1ccccc1Nc1nc(N)[nH]c(=O)c1N=O	102	107	102	102	101	105	101	95
OCc1cnccc1N1CCCC1	99	104	109	105	105	117	105	.
CCCCC/C(C)=N/Nc1ccc([N+](=O)[O-])cc1[N+](=O)[O-]	87	.	.	84	85	92	86	75
c1cnc2[nH]cnc2n1	89	97	96	.	96	.	109	96
CC1OC(Oc2c(-c3ccc(O)c(O)c3)oc3cc(O)cc(O)c3c2=O)C(O)C(O)C1O (configuration not stated)	106	105	109	107	101	102	105	103
CCCCCCCCCCCCCC(=O)N1CCOCC1	91	88	95	107	91	93	106	87
CNCCOCc1ccccc1	96	102	97	111	93	110	98	91
O=C(CN1CCN(c2cc3c(cc2F)c(=O)c(C(=O)O)cn3C2CC2)CC1)Nc1ccc(Br)cc1	69	85	.	55	80	91	79	64
CCOC(=O)c1c(-c2ccccc2)n2c(=O)cc(C)c3c(O)c(O)cc1c32	22	55	90	76	30	.	88	53
Cc1ccc(N2CC(c3nc4ccccc4o3)CC2=O)cc1 (configuration not stated)	98	84	.	96	102	96	98	102
Cc1c2c(cn1Cc1ccccc1)CCc1cn[nH]c1-2	52	90	96	89	82	.	.	52
CCN(c1ccc2c(c1)C(C)(C)CCC2(C)C)c1ccc(C(=O)O)cn1	99	96	101	101	79	106	84	102

Compound profiles, from the list above.
O=S(=O)(NCCNc1nccc(-c2c(-c3ccccc3)nc3occn23)n1)c1ccc(Cl)cc1 is listed with SR = 21; T-47D = 53; BT-549 = 72; MDA-MB-231 = 84; MCF7 = 26; MDA-MB-468 = 51; HS 578T = 70; K-562 = 38
c1ccc(Nc2nn3c(-c4ccco4)ccnc3c2-c2ccccc2)cc1 is listed with SR = 88; T-47D = 52; BT-549 = 123; MDA-MB-231 = 97; MCF7 = 31; MDA-MB-468 = 62; HS 578T = 95; K-562 = 95

Next section:
SMILES	SR	T-47D	BT-549	MDA-MB-231	MCF7	MDA-MB-468	HS 578T	K-562
CCCn1c(NC(=O)c2cccc(C(N)=O)c2)nc2cc(CN3CCCCC3)ccc21	42	87	-11*	142	71	83	119	72
NNC(=O)c1cc2ccc1CCc1ccc(cc1)CC2	111	98	109	102	102	99	105	98
CCNC(=O)OCCc1c2ccccc2nc2ccccc12	.	109	111	119	90	108	90	88
Cc1ccc(C(=O)C[n+]2cn(CCC(=O)Nc3cccc4cccnc34)c3ccccc32)cc1	122	92	105	89	89	60	93	77
O=C1NC(=O)/C(=C\c2cn(-c3ccccc3)nc2-c2ccc(Cl)cc2)S1	122	70	83	81	82	76	116	89
Cc1ccc(Nc2nn3c(=O)c4cc(Cl)ccc4nc3s2)cc1	92	86	104	106	100	104	104	.
O=C(CNC(=O)OCc1ccccc1)Oc1ccc([N+](=O)[O-])cc1	99	.	.	95	95	88	95	104
COC(=O)CCC(=O)Nc1ccccc1	121	138	98	109	102	132	118	121
Cc1ccc(NC(=O)Cn2cc(CSc3nnc4oc5ccccc5n34)nn2)cc1C	.	80	109	84	79	88	86	.
O=S1(=O)C=C(c2ccccc2)C(c2ccccc2)=C1	-3.8*	-63*	80	11	6.2*	-68*	-5.2*	4.1*
COc1ccc(Nc2ncccc2C(=O)Nc2nc3ccc(OC)cc3s2)cc1	83	78	.	89	87	98	127	91
OC(CN1CCCCC1)(c1ccccc1)c1ccccc1	91	89	106	100	95	99	110	102
C[C@H]1O[C@@H](c2ccc3c(c2O)C(=O)C2=C(C3=O)[C@@]3(O)C(=O)C[C@](C)(O)C[C@@]3(O)C=C2)C[C@@H](O)[C@@H]1O	77	101	99	100	88	105	97	87
OC(CCCN1CCCCC1)(c1ccccc1)c1ccccc1	94	100	99	109	93	99	95	100
O=C(O)COc1ccc2ccccc2c1	105	105	107	98	96	105	104	109
CCn1c(SCC(=O)c2ccc(Br)cc2)nnc1-c1ccncc1	98	105	116	106	93	108	105	92
CCC1c2ccccc2C(=O)C1C(N)=O (configuration not stated)	105	106	106	111	106	105	108	101
COc1ccccc1N(CCO)CCO	123	118	106	102	111	110	96	126
CC(=O)c1ccc(NC(=O)CSc2nnc(-c3ccc(-c4nc5ccc(Cl)cc5[nH]4)cc3)o2)cc1	61	82	76	85	78	133	74	67
Cc1ccc(NC(=O)Nc2ccc(C)cc2)cc1	83	92	111	114	92	104	117	92
COc1ccc(NC(=O)c2sc3nc(C)c(C(O)c4ccc(OC)cc4)cc3c2N)cc1 (configuration not stated)	4.2*	57	29	22	14	25	20	10.0*
COc1ccc(/C=C/c2nc3ccccc3c(=O)n2CC(=O)Nc2ccc(OC)cc2)cc1	79	66	72	27	.	91	56	95
COc1ccc(Cn2cc3c(c2-c2ccc(O)cc2)CCc2cnoc2-3)cc1	11	50	44	18	15	-3.3*	5.3*	12
CCN(CC)c1cc(/C=C/c2ccc(OC)c(OC)c2)nc2cc(F)c(F)cc12	11	40	24	8.7*	65	-33*	2.1*	.
Nc1nccc2c1ccn2-c1ccc(NC(=O)c2ccc(N3CCOCC3)c(C(F)(F)F)c2)cc1	15	39	27	-3.1*	-18*	28	.	1.2*
COc1cc(-c2csc(NC(=O)c3cc(F)cc(C(F)(F)F)c3)n2)cc(OC)c1OC	16	19	41	56	21	-1.5*	20	8.1*
CCN(CC)CCCC(C)Nc1nncc2ccccc12 (configuration not stated)	100	93	101	97	93	98	93	105
COc1ccc(C2CC(=O)c3ccccc3O2)cc1 (configuration not stated)	93	98	96	100	97	94	100	91
O/N=C\c1ccc(-c2ccccc2)cc1	.	87	97	107	122	98	94	107
c1ccc(-c2cc3c([nH]2)-c2oncc2CC3)cc1	75	78	101	73	91	112	91	47
COc1cccc(C2SCC(=O)N2NC(=O)c2ccc(C)nc2)c1 (configuration not stated)	130	99	110	93	106	101	109	106
Cc1cc2c(n1Cc1ccccc1)CSCC2=O	102[100 µM]	45[100 µM]	50[100 µM]	59[100 µM]	93[100 µM]	62[100 µM]	79[100 µM]	79[100 µM]
